# CHO parental Ca = signal in parental CHO cells, OX1R antagonist counter-screen | 0.63% of 330,000 active | inhibition, % at 5.6 µM | parental CHO-K1, ATP-induced calcium, Fluo-8 fluorescence;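 active means inhibition above that plate's mean sample inhibition plus 3 SD, cut at about 26% in these data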;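 further: 0% = ATP-challenged DMSO wells and 100% = DMSO wells without ATP; some compounds past the cut are filed as inactive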
#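 Material: parental CHO cells / Compound: single nominal dose of 5.6 µM per compound / Signal: Fluo-8 fluorescence / Replicates: singlicate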
# CHO-K1 Ca antag = nonselective inhibitor or artifact in parental CHO-K1 cells; ATP-induced calcium, Fluo-8 fluorescence; inhibition, % at 3 µM; 0.6% of 360,000 active;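 active means inhibition above a per-plate cutoff, the plate's mean sample inhibition plus 3 SD, cut at about 24% in these data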;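 further: 0% = DMSO plus EC80 ATP and 100% = DMSO alone without ATP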
# V1R ag counter = counter-screen for oxytocin receptor agonists: human V1a receptor agonists. P37288. CHO-V1R cells, Fluo-8 calcium fluorescence, agonist mode; 0% DMSO, 100% 3 nM vasopressin. activation, % at 3 µM. 0.25% of 320,000 active. AID 2797;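 active means activation above the mean activation of all tested compounds plus 3 SD, per screening run, cut at about 20% in these data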;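 further: signal is peak over basal fluorescence ratio across a 100 second FLIPR read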
# CHRM1 agonist = human M1 muscarinic receptor agonism. P11229. CHO-K1 hM1, Fluo-8 calcium fluorescence, agonist mode; 0% DMSO, 100% acetylcholine EC100. activation, % at 3 µM. 0.33% of 360,000 active;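 active means activation above the run's mean compound activation plus 3 SD, cut at about 16% in these data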;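 further: peak over basal fluorescence ratio within a 140 s kinetic read after compound addition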
# TAAR1 antagonist = antagonists of human TAAR1; inhibition, % at 3 µM; CHO RD-HGA16 TAAR1, Fluo-8 calcium fluorescence, antagonist; 1.5% of 360,000 active;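 active means inhibition above a per-plate cutoff, the mean inhibition of test compounds on that plate plus 3 SD, cut at about 49% in these data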;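 further: 0% = DMSO plus EC80 beta-PEA response and 100% = DMSO alone without agonist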
# Target sequence (Q96RJ0 whole entry, looked up): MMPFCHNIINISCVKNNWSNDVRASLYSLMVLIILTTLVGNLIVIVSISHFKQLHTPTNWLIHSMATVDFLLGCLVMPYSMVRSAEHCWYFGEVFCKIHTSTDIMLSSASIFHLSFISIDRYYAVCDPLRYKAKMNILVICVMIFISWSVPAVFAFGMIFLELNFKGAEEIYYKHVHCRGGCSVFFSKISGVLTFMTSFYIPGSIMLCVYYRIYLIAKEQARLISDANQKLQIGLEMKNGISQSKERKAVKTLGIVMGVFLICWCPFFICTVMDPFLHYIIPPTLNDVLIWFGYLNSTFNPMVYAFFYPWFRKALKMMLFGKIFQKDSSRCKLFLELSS
#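 System: CHO RD-HGA16 cells bearing hTAAR1. Reagent: EC80 β-phenethylamine stimulus. Schedule: seeding 17-24 h prior, 75-min 37 °C, 30-min RT dye loading. Signal: Fluo-8 intracellular calcium dye fluorescence, real-time kinetic reads. Read-out: % inhibition from peak post-agonist over basal fluorescence ratio. Benchmarks: vehicle wells and EC80 agonist wells. Replicates: n of 1.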
# CHO-K1 Ca PAM = nonselective activator or artifact in parental CHO-K1 calcium assay. 0.02% of 360,000 active. activation, % at 3 µM. ATP EC20, Fluo-8 calcium fluorescence; 0% at ATP EC20, 100% at ATP max;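 active means activation above the run cutoff, the mean activation of all test compounds plus 3 SD, cut at about 40% in these data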;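 further: peak over basal fluorescence ratio in a 140 s read after ATP addition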
# TAAR1 agonist = human TAAR1 agonism; 0.99% of 360,000 active; CHO RD-HGA16 TAAR1, Fluo-8 calcium fluorescence; vehicle wells 0%, saturating PEA agonist 100%; Q96RJ0; activation, % at 3 µM;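 active means activation above the mean activation of all test compounds in the run plus 3 SD, cut at about 38% in these data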
#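 Benchmarks: low control DMSO, high control PEA (EC100); System: CHO RD-HGA16 cells carrying human TAAR1 plus Gα16; Detection: Fluo-8 fluorescence, 5 s baseline then 140 s kinetic read; Schedule: 17-24 h plating, Fluo-8 75 min 37 °C, 30 min RT; Read-out basis: % activation from peak over basal fluorescence ratio, DMSO-to-PEA scaled.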
# M1 ag parental = nonselective activator or artifact in parental CHO-K1 cells | 0.48% of 360,000 active | activation, % at 3 µM | Fluo-8 calcium fluorescence; scaled to maximal ATP response, vehicle zero; in the data active means activation above about 15%;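 further: untransfected CHO-K1 host cells lacking M1 receptor as counterscreen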
# OXTR potentiator = potentiates the human oxytocin receptor response | P30559 | CHO-OTR cells, Fluo-8 calcium fluorescence, potentiator mode; 0% = oxytocin EC15, 100% = EC100 | activation, % at 3 µM | 0.061% of 320,000 active | AID 2445;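 active means activation above that plate's cutoff, the mean activation of tested compounds plus 3 SD, cut at about 6.6% in these data, passing the limit was not always enough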;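 further: 100% uses oxytocin at 75 nM as the full agonist control; some results filed as inactive read as strong as hits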
# Target sequence (P30559 whole entry, looked up): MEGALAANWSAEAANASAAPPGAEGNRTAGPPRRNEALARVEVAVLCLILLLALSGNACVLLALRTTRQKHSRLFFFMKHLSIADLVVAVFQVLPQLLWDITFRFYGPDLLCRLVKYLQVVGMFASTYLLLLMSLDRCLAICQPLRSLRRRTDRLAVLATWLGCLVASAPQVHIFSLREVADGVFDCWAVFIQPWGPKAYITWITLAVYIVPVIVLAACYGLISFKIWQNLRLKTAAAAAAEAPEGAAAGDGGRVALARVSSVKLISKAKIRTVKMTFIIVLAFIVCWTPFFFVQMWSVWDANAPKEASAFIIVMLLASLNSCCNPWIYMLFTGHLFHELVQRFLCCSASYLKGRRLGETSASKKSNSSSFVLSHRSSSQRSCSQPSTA
#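 Replication – single well per compound, singlicate · Assay system – CHO cell line stably expressing human OTR · Timing – 6 min pre-incubation, 100 s read · Measure – normalized max/min fluorescence ratio, % activation · Doses – 3.0 µM, one dose · Detection – Fluo-8 calcium dye fluorescence · Probe or stimulus – oxytocin near EC15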
# The depositor's hits bear a star; · = not tested or not shown.
No.	Structure	CHO parental Ca	CHO-K1 Ca antag	V1R ag counter	CHRM1 agonist	TAAR1 antagonist
1	CC1=NN(c2ccccc2)C(=O)C1C(=O)c1ccc(Cl)cc1 (configuration not stated)	-5.5	0.1	0.8	-1.7	6.6
2	CCOC(=O)c1cn(CC)c2cc(N3CCCCC3)c(F)cc2c1=O	-9.8	-5.9	-0.6	-0.9	-1.3
3	CCOC(=O)N1CCN(C(=O)CSCC(=O)N=c2sc3ccccc3n2C)CC1	-23.3	-7.5	-0.4	-5.7	·
4	COc1ccccc1C(=O)Nc1cccc(Oc2c(F)c(F)c(F)c(F)c2F)c1	-5.3	-12.6	1.2	-1.8	-14.3
5	Cc1ccc(NS(=O)(=O)c2ccc(C)c(NC(=O)COc3ccccc3)c2)c(C)c1	-22.7	-9.8	1.7	-6.5	4.7
6	Cc1ccc(NC(=O)COC(=O)Cc2ccc(Br)cc2)cc1S(=O)(=O)N1CCOCC1	-8.2	-19.0	6.2	-1.5	23.6
7	Clc1nnc2ccc(-c3ccccc3)nn12	-3.8	-14.6	0.3	-1.2	2.9
8	Cc1cc([N+](=O)[O-])nn1CC(=O)Nc1ccc(Cl)cn1	6.4	-3.5	1.0	-4.5	-4.5

No.	CHO-K1 Ca PAM	TAAR1 agonist	M1 ag parental	OXTR potentiator
1	12.8	-0.1	0.5	-4.3
2	21.1	6.1	0.6	-4.2
3	1.2	·	0.0	-3.4
4	16.1	-0.1	0.6	-1.0
5	15.8	0.6	1.2	-12.2
6	14.6	10.0	5.2	-8.2
7	13.4	1.2	0.3	-10.3
8	5.5	0.9	0.5	-0.9

# Other structures.
No.	Structure	CHO parental Ca	CHO-K1 Ca antag	V1R ag counter	CHRM1 agonist	TAAR1 antagonist
9	CCC(C)NC(=O)C1CCN(S(=O)(=O)N2CCCC2)CC1 (configuration not stated)	-4.7	-9.7	0.1	2.9	-7.2
10	Cc1ccccc1Nc1nc(N)nc(COC(=O)CCNS(=O)(=O)c2ccccc2)n1	-32.7	4.2	0.7	0.8	-11.9
11	COc1cc(NC(C)CCc2ccccc2)cc(OC)c1OC (configuration not stated)	-20.6	-4.4	1.3	-1.0	-19.7
12	COc1ccccc1OCC(=O)Nc1nnc(-c2ccco2)s1	·	0.0	·	-4.6	-27.4
13	COc1ccc(CC(N)c2csc(NC(=O)NCc3ccccc3)n2)cc1 (configuration not stated)	·	-3.0	·	1.6	5.4
14	COc1cc2c(cc1OC)C(c1cc(Br)c(OC)c(OC)c1)CC(=O)N2 (configuration not stated)	·	-1.4	·	9.3	0.8
15	Cc1nn(C)cc1C(C(=O)NC1CCCCC1)N(C(=O)Cc1cccs1)c1ccc(Cl)cc1 (configuration not stated)	-13.6	0.6	10.7	1.9	61.1*
16	O=C(c1cnccn1)N(Cc1cccs1)C1(C(=O)NC2CCCCC2)CCCCC1	-19.6	-5.1	-0.8	-5.3	-24.4

No.	CHO-K1 Ca PAM	TAAR1 agonist	M1 ag parental	OXTR potentiator
9	-8.0	4.4	-0.1	5.0
10	-10.4	3.4	2.3	0.7
11	13.4	-0.2	0.9	-4.7
12	5.4	3.2	0.2	·
13	12.6	7.0	6.6	·
14	6.4	5.0	0.5	·
15	4.4	29.3	4.1	-7.0
16	27.3	0.1	1.7	-1.1

# Next structures
No.	Structure	CHO parental Ca	CHO-K1 Ca antag	V1R ag counter	CHRM1 agonist	TAAR1 antagonist
17	O=C(C[C@@H]1C/C=C/CC[C@@H](Cc2ccc(F)cc2)C(=O)OC[C@H](Cc2ccccc2)NC1=O)N[C@H](CO)Cc1ccccc1	-13.9	-5.4	1.0	-5.1	24.9
18	CCn1c(N)nc2c1c(=O)n(C)c(=O)n2C	4.3	-6.2	-0.7	-0.8	-10.6
19	COc1ccc(CCN2CC(C(=O)NC3CCCCC3)CC2=O)cc1OC (configuration not stated)	6.6	-8.4	-0.1	-2.5	-40.1
20	O=C(Nc1nccs1)Oc1ccccc1	0.5	-1.1	1.0	-3.8	7.6
21	CCn1c(=O)cc(SCC(=O)NCCCN2CCN(c3ccc(F)cc3)CC2)c2ccccc21	-31.4	-33.0	-0.2	-12.6	-3.2
22	CNC(=O)COc1ccc2oc3c(c2c1)CCCC3	-13.7	-3.9	2.5	-3.2	0.8
23	CCCCNC(=O)N(O)C1N(/N=C/c2ccccc2O)C(=S)SC1(C)C (configuration not stated)	·	-13.7	·	-6.4	-2.0
24	COc1ccc(OCCCCOc2ccccc2Cl)cc1	-23.9	-8.8	2.4	-6.3	14.5

No.	CHO-K1 Ca PAM	TAAR1 agonist	M1 ag parental	OXTR potentiator
17	1.5	6.2	0.0	-6.6
18	6.6	0.3	-0.2	-6.5
19	3.1	6.0	0.3	-1.1
20	9.2	7.6	0.4	3.9
21	13.4	5.2	2.7	-1.1
22	0.1	0.3	0.4	3.0
23	18.5	-2.0	1.0	·
24	20.8	4.7	-0.2	1.7

# Carrying on:
No.	Structure	CHO parental Ca	CHO-K1 Ca antag	V1R ag counter	CHRM1 agonist	TAAR1 antagonist
25	O=C(Nc1nnc(-c2ccccc2F)s1)C1CCCO1 (configuration not stated)	-6.6	0.7	0.3	-2.7	-4.8
26	CCCN(CC(=O)Nc1ccccc1OC)C(=O)c1nc2nc(C)ccn2n1	-10.3	-17.1	1.5	-2.6	-8.3
27	CCn1c(SCC(=O)N2CCc3ccccc32)nnc1-c1ccco1	-16.3	4.6	0.0	-5.0	-0.1
28	O=[N+]([O-])c1cc([N+](=O)[O-])c(Oc2cccc3ccccc23)cc1NN1CCCCC1	·	-15.6	·	9.7	-7.3
29	COc1ccc(-n2ccsc2=S)cc1	-6.6	-17.2	0.0	-3.7	-15.9
30	COc1ccc(S(=O)(=O)N(CC(=O)Nc2ccc(S(=O)(=O)N3CCOCC3)cc2)Cc2ccc(F)cc2)cc1	4.1	-3.1	3.6	-5.1	21.7
31	C=CCC(NCCCO)c1cccc(OC)c1OC (configuration not stated)	-11.9	-4.4	0.4	-0.7	8.8
32	O=c1[nH]c(=S)[nH]c2c1[C@H](C1CC1)O[C@H](CCc1ccccc1)C2	·	-19.6	·	·	-5.0

No.	CHO-K1 Ca PAM	TAAR1 agonist	M1 ag parental	OXTR potentiator
25	0.4	7.2	-0.2	-11.2
26	17.2	-0.9	0.4	1.3
27	8.9	8.1	0.7	-10.5
28	3.4	6.3	-0.1	·
29	16.1	9.7	0.2	1.0
30	11.6	6.7	5.3	-7.2
31	5.8	5.7	0.1	-14.4
32	14.8	2.6	0.1	·

# In another format: entries from further up
28) O=[N+]([O-])c1cc([N+](=O)[O-])c(Oc2cccc3ccccc23)cc1NN1CCCCC1
  CHO parental Ca: ·; CHO-K1 Ca antag: -15.6; V1R ag counter: ·; CHRM1 agonist: 9.7; TAAR1 antagonist: -7.3; CHO-K1 Ca PAM: 3.4; TAAR1 agonist: 6.3; M1 ag parental: -0.1; OXTR potentiator: ·

29) COc1ccc(-n2ccsc2=S)cc1
  CHO parental Ca: -6.6; CHO-K1 Ca antag: -17.2; V1R ag counter: 0.0; CHRM1 agonist: -3.7; TAAR1 antagonist: -15.9; CHO-K1 Ca PAM: 16.1; TAAR1 agonist: 9.7; M1 ag parental: 0.2; OXTR potentiator: 1.0

# Single entries from above:
# For TAAR1 agonist, cpd 28 has the entry 6.3
# For CHO-K1 Ca PAM, cpd 30 has the entry 11.6

# Compounds from the list above containing bromine:
No.	Structure	CHO parental Ca	CHO-K1 Ca antag	V1R ag counter	CHRM1 agonist	TAAR1 antagonist
6	Cc1ccc(NC(=O)COC(=O)Cc2ccc(Br)cc2)cc1S(=O)(=O)N1CCOCC1	-8.2	-19.0	6.2	-1.5	23.6
14	COc1cc2c(cc1OC)C(c1cc(Br)c(OC)c(OC)c1)CC(=O)N2 (configuration not stated)	·	-1.4	·	9.3	0.8

No.	CHO-K1 Ca PAM	TAAR1 agonist	M1 ag parental	OXTR potentiator
6	14.6	10.0	5.2	-8.2
14	6.4	5.0	0.5	·

# Additional structures
No.	Structure	CHO parental Ca	CHO-K1 Ca antag	V1R ag counter	CHRM1 agonist	TAAR1 antagonist
33	CCOC(=O)c1ccc2nc(NC(=O)c3cccs3)sc2c1	-22.9	-5.5	-0.5	-0.5	-32.2
34	COc1ccc2c(c1)c1nnc(SC)nc1n2C	-8.3	-7.3	-1.1	-2.5	5.1
35	N/C(=N\OC(=O)c1cc(Cl)ccc1Cl)c1cccnc1	-6.3	-5.4	0.9	-2.6	-19.6
36	Cc1c(C(=O)O)oc2c3c(ccc12)OCCO3	-11.1	-11.3	0.2	-4.5	0.3
37	CC(=O)c1ccc(S(=O)(=O)NCc2ccc(C(=O)N(C)CC(=O)Nc3cccc(F)c3)cc2)cc1	-19.0	-1.6	0.8	-5.3	-15.8
38	COc1ccc(NS(=O)(=O)c2cc(N)ccc2N2CCCCC2)cc1	-12.7	-12.8	-0.5	-2.0	-12.1
39	Nc1ccc(C(=O)NC23CC4CC(CC(C4)C2)C3)cc1	-10.5	-6.2	0.2	-6.6	-17.3
40	Cc1ccc(Nc2c(O)nc[nH]c2=O)cc1C	·	-10.4	·	1.8	-15.3

No.	CHO-K1 Ca PAM	TAAR1 agonist	M1 ag parental	OXTR potentiator
33	16.6	12.2	1.0	-3.0
34	11.1	19.6	0.3	0.7
35	13.2	1.5	0.3	-3.8
36	11.9	10.4	0.2	-8.8
37	1.3	8.2	0.7	-5.3
38	5.8	9.2	-0.8	-4.7
39	13.2	0.4	0.1	3.9
40	11.7	7.5	1.1	·

# Next part
No.	Structure	CHO parental Ca	CHO-K1 Ca antag	V1R ag counter	CHRM1 agonist	TAAR1 antagonist
41	O=[N+]([O-])c1ccc2c(c1Nc1ccccc1)=NC1(CCCCC1)N=2	-16.8	3.9	-1.1	-0.1	-9.0
42	Cc1ccc(C(NC(=O)C(C)C)c2cc([N+](=O)[O-])c3cccnc3c2O)cc1 (configuration not stated)	-14.8	-11.7	0.2	-4.0	-35.2
43	Oc1ccccc1C=NCCN=Cc1ccccc1O	-1.9	-10.7	1.0	-3.6	-18.4
44	O=C(C1CCCO1)N1CCN(C(=S)Nc2ccccc2Cl)CC1 (configuration not stated)	-7.0	-8.3	0.8	-0.4	2.5
45	O=C(CSc1ccc2nnc(-c3cccnc3)n2n1)Nc1ccc(F)cc1	-10.4	-6.9	-0.1	-1.6	-14.2
46	O=c1[nH]c2cc3c(cc2cc1CN(Cc1nnnn1CC1CCCO1)C1CCCC1)OCO3 (configuration not stated)	-5.2	8.6	1.3	-0.7	2.1

No.	CHO-K1 Ca PAM	TAAR1 agonist	M1 ag parental	OXTR potentiator
41	-4.6	6.4	0.2	-4.0
42	6.6	1.4	-0.1	-6.9
43	11.0	3.1	0.2	2.0
44	13.7	0.2	0.7	-0.8
45	10.2	0.9	1.1	-9.8
46	-6.1	1.9	0.5	-0.1

# Screening results (PubChem)

# Random draw from the library; about 3.3% have a hit in one of these screens.
